SDO1 yeast rescue: restores growth of sdo1-depleted yeast | S. cerevisiae sdo1-depleted JHY4D growth rescue, OD600 30 h; hits give high values; pdr5 snq2 efflux-pump mutant strain | AID 817 | 0.21% of 140,000 active | z-score at 10 µM;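 active means z-score above 3 at both the 24 hr and the 30 hr optical density reads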;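 further: z-score against mean and SD of all compound wells on the same plate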
INS promoter inh: TRM-6 insulin promoter activity inhibition; TRM-6 cells (human fetal islet line), insulin promoter-eGFP reporter, imaging; reporter expression induced with tamoxifen; inhibition, % at 2 µM; 0.9% of 130,000 active;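 active means inhibition above the mean plus 3 SD, with well images judged a real hit on visual review, cut at about 60% in these data, passing the limit was not always enough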
SDO1 yeast rescue Rescue 24 h: further read-out of SDO1 yeast rescue, marked with its call; z-score; S. cerevisiae sdo1-depleted JHY4D growth rescue, OD600; measured here: growth rescue at 24 h;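 0 is the plate mean of compound wells and units are plate SD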
Numbers without * were called inactive; nt = no result given.

SDO1 yeast rescue Rescue 24 h,SDO1 yeast rescue,INS promoter inh,SMILES
1.9,1.4,29,CO/N=C(\C(=O)N[C@@H]1C(=O)N2C(C(=O)O)=C(COC(C)=O)CS[C@H]12)c1csc(N)n1 (stereo in doubt)
nt,nt,-42,CC(NC(=S)NCCCN1CCOCC1)C1CC2CCC1C2 (configuration not stated)
-1.4,-0.81,50,CCOCCCNC(=O)C1CCN(S(=O)(=O)CC)CC1
nt,nt,-6,COc1ccc(OC)c(-c2csc(N(C)C(=O)Cc3ccccc3)n2)c1
-0.63,-0.4,-107,CCN(CC)C(=O)c1cnn(-c2ccccc2)c1NC(=O)c1cccc(F)c1
0.28,0.79,33,COc1ccc(NC(=O)Cc2ccccc2)cc1
nt,nt,51,CC(=O)N1CCN(CC(=O)Nc2ccc([N+](=O)[O-])cc2Br)CC1
2.8,0.6,-69,CCc1cc2c(SCC(=O)Nc3ccc(Cl)cn3)ncnc2s1
1.8,2,18,COc1ccc(CC(=O)NNc2ncnc3c2cnn3-c2ccccc2)cc1
0.14,0.07,-17,COc1cccc(C(=O)Nc2ccc(N3CCN(Cc4ccccc4)CC3)cc2)c1
nt,nt,25,COc1ccc(-n2c(C)nc3c(cnn3-c3ccc(C)cc3)c2=O)cc1
0.59,0.77,nt,CN1C(=O)N(C)C2(c3ccccc3)N(C)C(=O)NC12c1ccccc1 (configuration not stated)
nt,nt,-70,Cc1ccc2c(c1)c(-c1ccccc1)nc1nnnn12
-0.71,-0.01,0,CCC(=O)N(c1ccc(F)cc1)C1C=CS(=O)(=O)C1 (configuration not stated)
nt,nt,8,Cn1cc(-c2ccccc2C(N)=O)c(=O)c2ccccc21
-1.3,-1.8,3,CC(C)(C)C(=O)Nc1nc(C2CCCN2S(=O)(=O)c2ccc(Cl)cc2)cs1 (configuration not stated)
-0.14,0.48,nt,COc1ccc(CNC(=O)c2ccc(NS(=O)(=O)c3c(C)noc3C)cc2)cc1
-1.3,-1.1,nt,CC(=O)c1ccc(NC(=O)COC(=O)c2ccccc2Sc2ccccc2C#N)cc1
-0.91,0.24,nt,O=C1C(Cl)=C(N2CCN(Cc3ccccc3)CC2)C(=O)N1c1ccccc1
1.7,1.2,nt,Cc1nc(CSc2nnc3scc(-c4ccccc4)n23)cs1
-1.1,0.03,-14,COCCCNC(=S)NC1CC2CCCC(C1)N2Cc1cccs1 (configuration not stated)
nt,nt,20,COc1ccc(C2NC(=O)C(C#N)=C(S)N2c2ccccc2)cc1OC (configuration not stated)
nt,nt,-67,CCOC(=O)C1C(=O)CC(C)(O)C(C(=O)OCC)C1c1ccc(SC)cc1 (configuration not stated)
0.9,0.88,8,O=C(NCc1ccccc1)N1CCC(c2nc3ccccc3[nH]2)CC1
0.57,1.3,67,Cc1ccc(-c2ccc(OCC(=O)N3CCOCC3)cc2)cc1
0,0.8,nt,CC(CN1CCN(c2ccccc2)CC1)c1ccccc1 (configuration not stated)
0.51,0.63,nt,Cc1cccc(NC(=O)c2ccccc2[N+](=O)[O-])n1
0.48,0.91,-207,Cc1n[nH]c(=O)nc1N/N=C/c1ccc(O)c([N+](=O)[O-])c1
nt,nt,-82,CC(NS(=O)(=O)c1ccc([N+](=O)[O-])cc1)C(c1cccs1)N1CCOCC1 (configuration not stated)
nt,nt,-79,O=c1/c(=C/c2ccc(O)c([N+](=O)[O-])c2)sc2nc3ccccc3n12
-0.09,-1.1,7,Cc1cccc(C)c1OCCn1nc(C(=O)O)c2ccccc2c1=O
-0.41,0.6,-33,COCCn1c(C)cc(/C=C2\NC(=S)N(C)C2=O)c1C
-0.81,-0.91,nt,Cc1ccc(-c2noc(CN3CCN(c4ccccc4F)CC3)n2)cc1
-0.1,0.48,48,Cc1nc(NCCCn2ccnc2)c2oc3ccccc3c2n1
0.8,0.46,-471,c1cnc(SCCCOc2ccc3ccccc3c2)nc1
-0.12,-0.14,21,Cc1ccc(C)c(SCC(=O)NC(=O)NCc2ccccc2)c1
1.7,1.4,nt,Cc1c(C(=O)NN)nc2ccccn12
0.4,0.02,-40,CN(Cc1ccccc1)C(=O)c1cc2ccccc2o1
0.17,0.25,-69,O=C(NC1CS(=O)(=O)CC1NCc1ccccc1)c1ccccc1 (configuration not stated)
0.47,0.15,-22,CC(C)[C@H](NS(=O)(=O)c1ccccc1)C(=O)OCC(=O)Nc1ccc2c(c1)OCO2
nt,nt,24,O=C(/C=C/c1ccc(Cl)cc1)NC1CC2CCC1C2 (configuration not stated)
nt,nt,7,Cc1cccc(/C=N\NC(=O)c2ccc(Cl)cc2)c1O
-0.14,0.04,nt,COc1ccc(C2CC(c3cccc(OC)c3)n3nc(N)nc3N2)cc1 (configuration not stated)
1.5,2.6,-31,CN(c1cccc(NC(=O)c2ccccc2N(C)S(C)(=O)=O)c1)S(C)(=O)=O
nt,nt,0,C/C(=N/NC(=O)CNC(=O)c1cccnc1)c1ccc([N+](=O)[O-])cc1
-1.5,-0.56,-68,CCN(CC)C(=O)CC(c1ccccc1)c1ccco1 (configuration not stated)
0.77,-0.32,-33,COc1ccc(/C=N/NC(=O)c2ccc(Br)cc2)cc1Cn1cc(Cl)cn1
-0.01,0.02,-403,O=C(Nc1ccc(F)cc1F)c1ccco1
0.36,-0.67,45,CC(=O)Nc1ccc(Nc2ncnc3c2cnn3-c2ccccc2)cc1
0.03,0.51,nt,CC(C)(C)OC(=O)NCCC(=O)Oc1ccc2ccc(=O)oc2c1
-1,-2.2,73*,Clc1ccc2c(N/N=C/c3cccc(Br)c3)ccnc2c1
-1,-1.6,-24,N=c1c2c(ncn1Cc1ccco1)Oc1c(ccc3ccccc13)C2c1ccccc1 (configuration not stated)
nt,nt,12,COCCn1c(CN2CCc3ccccc3C2)nc2c1c(=O)n(C)c(=O)n2C
0.29,0.24,-3,O=C(Nc1ccccc1F)C1CC1c1ccccc1 (configuration not stated)
nt,nt,7,Cc1nc2ccccc2c2oc(C(=O)Nc3ccc(C(C)C)cc3)cc12
0.34,0.59,nt,O=C(NCCN1CCOCC1)c1ccncc1

Next records follow:
SDO1 yeast rescue Rescue 24 h,SDO1 yeast rescue,INS promoter inh,SMILES
0.5,0.91,nt,Cn1c(Sc2ccc([N+](=O)[O-])cc2C(F)(F)F)nnc1-c1ccccc1
0.32,0.12,7,O=C(CCCc1cccs1)Nc1nc(-c2ccc(F)cc2)cs1
-2.2,-2.7,14,O=C(COc1ccc(/C=N/NC(=O)c2cc3ccccc3o2)cc1Cl)Nc1ccccc1
nt,nt,-42,CC1(C)CC(=O)C(C(C2=C(O)CC(C)(C)CC2=O)c2ccc(O)c([N+](=O)[O-])c2)=C(O)C1
-0.24,0.39,45,CC(=O)c1ccc(N2C(=O)[C@@H]3C(C(=O)CCN4C(=O)c5ccccc5C4=O)=NN[C@@H]3C2=O)cc1
-0.24,0.14,-33,COc1ccc(-c2nnc(SCc3cccnc3)o2)cc1
nt,nt,8,COc1cccc(N2CCN(CC(=O)NC(=O)NCc3ccco3)CC2)c1
-0.35,0.12,41,CCOC(=O)N1CCN(C(=O)CSc2nnc(-c3cc(OC)ccc3OC)o2)CC1
-0.37,0.73,nt,O=C(NN1CCOCC1)c1cc(S(=O)(=O)Nc2cccc(C(F)(F)F)c2)ccc1Cl
0.94,0.12,-10,CC(C)CNC(=O)COC(=O)c1ccccc1OCC(=O)Nc1ccc(Br)cc1
-0.69,-1.2,32,O=C(c1ccc(Br)o1)N(Cc1ccccc1)Cc1ccccc1
-1.4,-1.2,0,CCSc1nnc(NS(=O)(=O)c2ccc(C)cc2)s1
2,1.4,17,Cc1ccc(OCC(=O)c2c(O)c3ccccc3oc2=O)cc1C
-0.95,-0.23,49,CCOC(=O)C1=C(C)NC2=C(C1c1ccc([N+](=O)[O-])cc1)S(=O)(=O)c1ccccc12 (configuration not stated)
-0.98,-1.6,-42,O=C(CSc1nnc(COc2ccccc2)n1Cc1ccco1)c1ccc(F)cc1
1.5,1.1,9,Cc1cc(C)c(NC(=O)C2CCCN2CCO)c(C)c1 (configuration not stated)
-1.1,-2.1,nt,Cc1cccc(-n2ncc3c(N4CCC(C)CC4)ncnc32)c1
0.74,1.3,38,CCC1C(=O)CC(c2ccco2)NC1c1ccco1 (configuration not stated)
-0.29,-0.08,9,CCOC(=O)CCc1c(C)nc(SCCCn2c(=O)[nH]c3ccccc32)c(C#N)c1C
0.42,0.42,-3,CC1=CN2C(=N)/C(=C/c3ccco3)C(=O)N=C2S1
0.62,-0.22,29,Cc1ccccc1OCc1nc2ccccc2c(=O)n1/N=C/c1cn[nH]c1-c1ccc(Br)cc1
-0.73,-0.69,22,Nc1nc(Nc2cccc(C(F)(F)F)c2)nc(C(F)(F)F)n1
2.7,1.5,-42,N#Cc1ccccc1Cn1c(=O)n(Cc2ccc(C(=O)NCc3ccco3)cc2)c(=O)c2ccccc21
nt,nt,-6,CCOC(=O)C1(Cc2ccccc2C(F)(F)F)CCN(C2CCC2)CC1
1.7,0.42,-15,O=C(COc1ccc2oc3c(c2c1)CCCC3)Nc1ccccn1
0.62,0.25,nt,Fc1ccc(NCc2cn3ccccc3n2)cc1
nt,nt,-36,O=C1OC(c2ccc(F)cc2)=N/C1=C\c1ccc(Br)o1
-0.41,0.16,-26,CCOC(=O)N1CCN(Cc2nc(N)nc(Nc3ccc(OCC)cc3)n2)CC1
nt,nt,17,Cc1c(Nc2nc(C(F)(F)F)nc3ccccc23)c(=O)n(-c2ccccc2)n1C
-0.82,-1.7,-8,CN1CCN(C(=S)c2ccc(-c3cccc(Cl)c3Cl)o2)CC1
-0.24,0.11,3,CCN(CC)c1nc2c(s1)C(=O)CC(C)(C)C2
-0.77,-1.1,nt,COc1ccc(NC(=O)N(C2CCCCC2)C(C)c2ccco2)c(OC)c1 (configuration not stated)
-1.2,-0.67,-19,CCN(CC)C(=O)c1cc(-c2ccccc2OC)on1
-1.5,-1,4,O=S(=O)(c1cccs1)N1CCCc2cccc(O)c21
1.1,0.87,41,Cc1cc(C)c(C#N)c(N2CCOCC2)n1
-1.4,-1.8,-10,CCn1nc(C)c(C(=O)Nc2cc(Oc3cc(C)cc(C)c3)cc([N+](=O)[O-])c2)c1C
-0.2,0.27,nt,CCn1cc([N+](=O)[O-])c(C(=O)N2CCOCC2)n1
-0.55,-0.27,-18,COc1ccc(N2C(=O)C3CC=C(Cl)CC3C2=O)cc1 (configuration not stated)
-1.1,-1.7,nt,CCn1c2ccccc2c2cc(NC(=O)c3ccc(Br)o3)ccc21
-0.48,0.1,nt,Cc1ccnc2c1NC(=O)c1cccnc1N2C1CC1
-0.46,0.35,-25,COc1ccc(C)cc1NS(=O)(=O)c1ccc(NS(=O)(=O)c2ccc(NC(C)=O)cc2)cc1
-0.99,-1.6,-29,CC1CC=C2C(C#N)=C(N)C(C#N)(C#N)C(c3cccs3)C2C1 (configuration not stated)
nt,nt,0,O=C(CN1CCOCC1)Nc1c(C(=O)C2CC2)oc2ccccc12
nt,nt,-11,Cc1cc(C)c(OCC(O)CNC(C)(C)C)c(C)c1 (configuration not stated)
0.91,1.1,19,CCCc1nc2c(C)ccc(C)c2c(N)c1CC
-1.4,-1.1,-11,O=C(CSc1nnc(-c2cnccn2)n1Cc1ccco1)c1ccc(Cl)cc1
-0.01,0.77,1,COc1ccc(S(=O)(=O)Nc2ccc(NC(C)=O)cc2)cc1OC
-2.4,-1.6,-63,O=[N+]([O-])c1c(NCCO)cc(N2CCC3(CC2)OCCO3)c2nonc12
nt,nt,-100,CC(C)(C)C1=NN(c2ccc([N+](=O)[O-])cc2)C(c2ccccc2)C1 (configuration not stated)

Filtered by structure, the entries above with an aryl thioether with sulfur outside any ring.
SDO1 yeast rescue Rescue 24 h,SDO1 yeast rescue,INS promoter inh,SMILES
2.8,0.6,-69,CCc1cc2c(SCC(=O)Nc3ccc(Cl)cn3)ncnc2s1
-1.3,-1.1,nt,CC(=O)c1ccc(NC(=O)COC(=O)c2ccccc2Sc2ccccc2C#N)cc1
1.7,1.2,nt,Cc1nc(CSc2nnc3scc(-c4ccccc4)n23)cs1
nt,nt,-67,CCOC(=O)C1C(=O)CC(C)(O)C(C(=O)OCC)C1c1ccc(SC)cc1 (configuration not stated)
0.8,0.46,-471,c1cnc(SCCCOc2ccc3ccccc3c2)nc1
-0.12,-0.14,21,Cc1ccc(C)c(SCC(=O)NC(=O)NCc2ccccc2)c1
0.5,0.91,nt,Cn1c(Sc2ccc([N+](=O)[O-])cc2C(F)(F)F)nnc1-c1ccccc1
-0.24,0.14,-33,COc1ccc(-c2nnc(SCc3cccnc3)o2)cc1
-0.35,0.12,41,CCOC(=O)N1CCN(C(=O)CSc2nnc(-c3cc(OC)ccc3OC)o2)CC1
-1.4,-1.2,0,CCSc1nnc(NS(=O)(=O)c2ccc(C)cc2)s1
-0.98,-1.6,-42,O=C(CSc1nnc(COc2ccccc2)n1Cc1ccco1)c1ccc(F)cc1
-0.29,-0.08,9,CCOC(=O)CCc1c(C)nc(SCCCn2c(=O)[nH]c3ccccc32)c(C#N)c1C
-1.4,-1.1,-11,O=C(CSc1nnc(-c2cnccn2)n1Cc1ccco1)c1ccc(Cl)cc1
